Screens: PubChem, Sanford-Burnham Center for Chemical Genomics
DUSP3 inh = blocks the human dual specificity phosphatase VHR1; recombinant VHR phosphatase, colorimetric substrate read-out; inhibition, % at 20 µM; 50,000 compounds, 0.7% hits; in the data active = inhibition above about 60%; also: some results filed as inactive read as strong as hits
Target sequence (P51452 whole entry, looked up): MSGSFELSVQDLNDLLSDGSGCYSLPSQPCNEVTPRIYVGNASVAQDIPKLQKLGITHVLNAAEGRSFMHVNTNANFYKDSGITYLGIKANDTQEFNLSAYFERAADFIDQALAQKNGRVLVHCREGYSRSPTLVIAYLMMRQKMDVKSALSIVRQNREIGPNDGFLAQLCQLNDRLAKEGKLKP
Starred values were filed as active, the others as inactive.

smiles | DUSP3 inh
COc1cc2ccccc2cc1C(=O)Nc1ccc(Cc2ccncc2)cc1 | -8.2
CCN(CC)c1ccc(/C=N/NS(C)(=O)=O)cc1 | -2.3
CCn1c(C)[n+](CCO)c2cc(Cl)c(Cl)cc21 | -0.1
CCOC(=O)c1ccc(NC(=O)c2ccc[n+]([O-])c2)cc1 | 17.2
COc1cccc(/C=N/NC(=O)CSCC(=O)Nc2ccccc2)c1O | -5.1
Cc1ccc(NC2=NC3(CCCC3)N=C(N)N2)c(C)c1 | -12.1
O=C(CCN1C(=O)c2ccccc2C1=O)NC1CCCC1 | -40.8
O=C1C(=O)N(Cc2ccccc2)C(c2ccc(Br)cc2)/C1=C(/O)c1ccccc1 (centres undefined) | -11.4
O=C(NNC1=C(C(=O)C(F)(F)F)CCC1)c1ccc(-c2ccccc2)cc1 | -7.7
O=C(Nc1scc(-c2cccs2)c1C(=O)O)c1ccccc1I | 5.9
O=S(=O)(NCc1cccnc1)c1ccc(Cl)c(Cl)c1 | -2.2
COc1ccc(C(=O)Nc2ccc(O)c(-c3nc4cc(Cl)ccc4o3)c2)cc1 | -5.3
CCOC(=O)c1sc(NC(=S)NC(=O)c2ccc([N+](=O)[O-])cc2)c(C(=O)OCC)c1C | -5.5
CN1CCN(S(=O)(=O)c2ccc(Br)c3ccccc23)CC1 | -13.4
Cc1ccc(C=C2C(=O)NC(=O)NC2=O)cc1[N+](=O)[O-] | -33.2
CC(C)C(C(=O)O)N1C(=O)/C(=C/c2ccc([N+](=O)[O-])cc2)SC1=S (centres undefined) | -2.9
CC(=O)Nc1ccc(Nc2nc3ccccc3nc2Nc2ccc(NC(C)=O)cc2)cc1 | -24.8
O=C1CSC(=S)N1c1cccc(Br)c1 | -4.7
N#C/C(=C/c1cccnc1)C(=O)Nc1cccc(Br)c1 | 27.7
CS(=O)(=O)N(CC(N)=O)c1cccc(C(F)(F)F)c1 | -13.2

Quoted at random: 7 compounds from above
smiles | DUSP3 inh
CN1CCN(S(=O)(=O)c2ccc(Br)c3ccccc23)CC1 | -13.4
CCN(CC)c1ccc(/C=N/NS(C)(=O)=O)cc1 | -2.3
O=S(=O)(NCc1cccnc1)c1ccc(Cl)c(Cl)c1 | -2.2
O=C1CSC(=S)N1c1cccc(Br)c1 | -4.7
CCOC(=O)c1sc(NC(=S)NC(=O)c2ccc([N+](=O)[O-])cc2)c(C(=O)OCC)c1C | -5.5
Cc1ccc(NC2=NC3(CCCC3)N=C(N)N2)c(C)c1 | -12.1
O=C1C(=O)N(Cc2ccccc2)C(c2ccc(Br)cc2)/C1=C(/O)c1ccccc1 (centres undefined) | -11.4

Next records
smiles | DUSP3 inh
CCN(CC)S(=O)(=O)c1cccc(C(=O)Oc2ccc([N+](=O)[O-])cc2)c1 | -6.4
CCC(=O)Nc1ccc2oc(-c3ccc4ccccc4c3)nc2c1 | -1.5
C=CCN1C(=O)C(=O)c2cc(Br)ccc21 | 20.0
COc1ccc(Cl)cc1NC(=O)Cc1ccc(Br)cc1 | -4.6
COc1ccc2oc(=O)c(C(=O)Nc3c(C)n(C)n(-c4ccccc4)c3=O)cc2c1 | -8.8
NC(=O)SCC(=O)Nc1cccc(O)c1 | -14.6
COc1ccc(/C=C2\C(=O)NC(=O)N(c3cccc(Br)c3)C2=O)cc1OC | 9.1
COc1ccc(C2CC(=O)C3=C(C2)Nc2ccccc2NC3c2cccs2)cc1OC (centres undefined) | 21.9
O=C(Nc1ccc(S(=O)(=O)Nc2ncccn2)cc1)c1cccs1 | -0.2
COc1ccccc1CNC(=O)N1CCOCC1 | 13.3
Clc1ccccc1CN1CCN(Cc2c[nH]c3ccccc23)CC1 | -14.7
CC(C)CN1C(=O)/C(=C/c2ccc(Cl)c(Cl)c2)SC1=S | -12.7
COc1ccc(-c2cc(=O)n3[nH]c(-c4ccccc4)cc3n2)cc1 | 1.2
CCOc1cc(/C=C2\SC(=S)N(C)C2=O)ccc1O | 12.0
O=C(NC(=S)Nc1ccc(Cl)c(Cl)c1)c1ccco1 | -6.7
Cc1cc(OCC(F)(F)C(F)(F)C(F)(F)C(F)F)nc(N)n1 | -2.5
O=C(c1ccc(S(=O)(=O)N2CCCCC2)cc1)N1CCN(Cc2ccc3c(c2)OCO3)CC1 | 19.1
COCCOC(=O)C1=C(C)N(C)C(=O)NC1c1ccccc1Cl (centres undefined) | -1.7
CCSc1nc(N)c(C#N)c(-c2ccco2)c1C#N | -4.9
O=C(O)CCCCCN1C(=O)C(=O)/C(=C(/O)c2ccc(Cl)cc2)C1c1ccc([N+](=O)[O-])cc1 (centres undefined) | -14.8
COc1ccccc1N1CCN(C2CC(=O)N(c3ccc(F)cc3)C2=O)CC1 (centres undefined) | 1.0
CCOC(=O)C1=C(N)OC2=C(C(=O)CCC2)C1c1ccccc1OCC (centres undefined) | 7.5
Cc1ccc2c(c1)NC(c1cccc([N+](=O)[O-])c1)C1=C(CC(C)(C)CC1=O)N2 (centres undefined) | 10.0
Cc1ccc(C2(CC(=O)O)CCOC(C)(C)C2)cc1 (centres undefined) | 2.5
CCOc1ccc(NC(=S)NC(NC(=O)N(C)C)C(Cl)(Cl)Cl)cc1 (centres undefined) | 38.9
COCCCNC(=O)c1ccc(Br)cc1 | -14.7
O=C(NN1C(=O)/C(=C\c2ccccc2Cl)SC1=S)c1ccc(Br)cc1 | -3.5
Cc1cc(=O)oc2cc(OCC(=O)OCc3ccccc3)c(Cl)cc12 | -12.0
COc1ccc2c(c1)CCC1C2=NN(/C(C)=C/C(C)=O)C1c1ccc(Br)cc1 (centres undefined) | -6.0
COc1cccc(C(=O)Nc2ccc(OC(F)(F)F)cc2)c1 | -4.1
COc1ccc(N2C(=O)NC(=O)/C(=C/c3ccc(-c4ccc([N+](=O)[O-])cc4C)o3)C2=O)cc1 | -19.7
COc1cc(C(=O)NC(NC(=S)Nc2ccc(C(C)=O)cc2)C(Cl)(Cl)Cl)cc(OC)c1OC (centres undefined) | 7.0
CC(C)OCC(O)CNc1ccccc1 (centres undefined) | -31.6
O=C(Nc1ccccn1)c1ccc(-c2ccccc2)cc1 | 0.2
Cc1cccc(C(=O)NCc2ccco2)c1 | -21.6
O=C(CSc1nnnn1-c1ccccc1F)Nc1ccc2c(c1)OCO2 | 42.5
COc1ccc(NS(=O)(=O)c2cccc([N+](=O)[O-])c2)cc1Cl | 12.0
O=C1C(Cl)=C(Nc2ccc3c(c2)OCO3)C(=O)N1c1ccccc1 | 7.1
O=C1CS/C(=N/N=C/c2ccc3c(c2)OCO3)N1 | -6.6
COc1ccc(C(=O)Nc2ccc(-c3nc4ccccc4o3)c(O)c2)cc1[N+](=O)[O-] | -0.3
CCc1ccccc1N(CC(=O)Nc1ccc(OC)cc1)S(C)(=O)=O | -20.5
O=C1CCCC2=C1C(c1ccc(Cl)cc1)Nc1ccccc1N2 (centres undefined) | -2.5
NC(=O)C1CCN(S(=O)(=O)c2ccc([N+](=O)[O-])cc2)CC1 | 9.8
COc1ccc(C(=O)NC2CCCCC2)cc1OC | -29.1
Oc1[nH]c2ccccc2c1C=Nc1ccccc1 | -2.5
O=S(=O)(N/N=C/c1ccc(Br)cc1)c1ccccc1 | -21.8
Clc1ccccc1OCCCCn1ccnc1 | -18.9
C=CCN1C(=O)/C(=C/c2ccc(C)cc2)SC1=S | -12.8
O=S(=O)(Nc1ccc(Cl)c(Cl)c1)c1ccc2ccccc2c1 | 11.8
CCN(CC)C(=O)c1sc(NC(=O)c2ccc(C)c(C)c2)c(C(=O)OC)c1C | -12.1
Cc1ccc(C(=O)NCCNc2ccc([N+](=O)[O-])cc2Cl)o1 | -13.9
O=C(CC(=O)N/N=C/c1c(Cl)cccc1Cl)NCc1cccnc1 | -61.7
CCOC(=O)C1=C(O)CSC1=Nc1ccccc1 | -5.7
COc1ccc(CCNC(=O)c2c(-c3ccccc3Cl)noc2C)cc1OC | -24.3
CCC(=O)NC(Cc1ccc(OC)c([N+](=O)[O-])c1)C(=O)O (centres undefined) | -6.4
C/C(=C\C(=O)c1ccc(Br)cc1)Nc1ccccc1O | -6.1
COc1ccc(C(=O)N2c3ccccc3N(Cc3ccccc3)C(=O)C2(C)C)cc1 | -3.6
Cc1cccc(NC(=O)C2CC(=O)N(c3ccccc3)C2)c1 (centres undefined) | -3.6
Cn1/c(=N\N=C\c2ccc(Br)cc2)sc2ccccc21 | -38.8
CCOc1ccccc1NC(=O)CN(Cc1ccccc1)S(=O)(=O)c1ccc(OC)c(OC)c1 | 15.5

By substructure, those above containing a cyano group
smiles | DUSP3 inh
N#C/C(=C/c1cccnc1)C(=O)Nc1cccc(Br)c1 | 27.7
CCSc1nc(N)c(C#N)c(-c2ccco2)c1C#N | -4.9

New compounds follow
smiles | DUSP3 inh
COCCNS(=O)(=O)c1ccc(OC)c(Br)c1 | 7.6
CC(C)(C)c1ccc(-c2cc(-c3ccccc3O)[nH]n2)cc1 | -3.0
COc1ccc(N2C(=O)NC(=O)/C(=C\c3ccccc3Cl)C2=O)cc1 | 1.8
O=C(Nc1cccc2ccccc12)C(=O)NC1CCCCC1 | -8.7
Cc1ccc(C2SCC(=O)N2CCCN(C)C)cc1 (centres undefined) | -19.4
Fc1ccccc1OCCSc1nc2ccc(Br)cc2[nH]1 | -3.6
O=C(COc1ccc2ccccc2c1)NCc1ccccc1Cl | -0.8
O=C(N/C(=C/c1cccnc1)c1nc2ccccc2[nH]1)c1cccc(Br)c1 | -1.1
CCCc1ccc(OCC(=O)Nc2ccc(N3CCOCC3)cc2)cc1 | -35.4
Cc1cc(C)n2nc(-c3cccc(Cl)c3)cc2n1 | -8.5
Fc1ccc(COc2ccccc2/C=N/n2cnnc2)cc1 | -16.5
CCOc1ccccc1NC(=O)NS(=O)(=O)c1ccc(C)cc1 | 26.6
Nc1nnc(SCC(=O)NC(c2ccccc2)c2ccccc2)s1 | 2.5
CC(Nc1cccc2ccccc12)C(=O)N/N=C/c1ccc(O)cc1O (centres undefined) | 15.9
O=C1S/C(=C/c2ccccc2)C(=O)N1CC(=O)N1c2ccccc2Sc2ccc(Cl)cc21 | -12.3
CC(C)(C)c1nnc(NC(=O)Nc2ccccc2)s1 | -3.8
CC1=C(C(=O)OC(C)C)C(c2ccc(OCC(N)=O)cc2)NC(=S)N1 (centres undefined) | 5.7
Cc1ccc(NC2CC(=O)N(c3ccc(C)cc3)C2=O)cc1 (centres undefined) | -22.0
O=C(O)C1CCCN1C(=O)Oc1ccccc1 (centres undefined) | -26.3
CCN(CC)S(=O)(=O)c1ccc(NC(C)=O)cc1 | -12.2
COc1ccc(S(=O)(=O)N2CCN(c3ccccc3)CC2)cc1[N+](=O)[O-] | -20.7
O=C(O)CCCCCN1C(=O)C(=O)/C(=C(/O)c2ccc(F)cc2)C1c1ccc2c(c1)OCO2 (centres undefined) | 1.4
COC(=S)N/C(=N/S(=O)(=O)c1ccc(Cl)cc1)c1ccccc1 | 17.3
CCN(CC)S(=O)(=O)/N=C/c1ccc(Cl)c(Cl)c1 | -12.1
CC1CCN(C2=NC(=O)/C(=C/c3cccc(O)c3)S2)CC1 | -2.6
Cc1cc(C)cc(NC(=O)CN2C(=O)c3ccccc3C2=O)c1 | -22.0
OCCCc1nc2ccccc2n1Cc1ccccc1 | -11.8
CCN1C(=O)/C(=C\c2ccc(C(F)(F)F)cc2)SC1=S | 0.2
O=C1C2CC=C(c3ccccc3)CC2C(=O)N1c1ccc(Br)cc1 (centres undefined) | 4.4
Cc1cc(C)c(S(=O)(=O)NNc2ccccc2)c(C)c1 | 15.1
O=[N+]([O-])c1ccc(/C=N/Nc2cc(N3CCOCC3)nc(N3CCOCC3)n2)cc1 | -1.3
O=C1NN(c2ccccc2)C(=O)/C1=C/c1cc([N+](=O)[O-])c(Cl)cc1Cl | 47.1
COc1ccc(C2(CNC(=O)c3ccccc3)CCCC2)cc1OC | -15.9
CC(C)OC(=O)N1C2C=CC(C2)C1(C(F)(F)F)C(F)(F)F (centres undefined) | -4.5
Cc1cc(N2CCN(C/C=C/c3ccccc3)CC2)n2c(nc3ccccc32)c1C#N | 6.3
CC1(c2ccc([N+](=O)[O-])cc2)CC1(Br)Br (centres undefined) | -7.5
COCCOC(=O)c1ccc(NC(=O)C2COc3ccccc3O2)cc1 (centres undefined) | 0.8
Cc1ccc(N2CCN(/N=C\c3ccccn3)CC2)cc1 | 7.0
COc1ccccc1/C=N/NC(=O)COc1c(Br)cc(Br)cc1Br | -16.3
CCOC(=O)COc1ccc(/C=C(\C#N)c2nc3ccccc3[nH]2)cc1OC | -7.9
O=C(Nc1nc(-c2ccc3ccccc3c2)cs1)c1ccc(Cl)s1 | -10.2
Cc1ccccc1OCC(=O)Nc1ccc2c3c(cccc13)CC2 | -7.1
O=C(O)CSCCCN1C(=O)c2cccc3cccc(c23)C1=O | -19.8
O=C(Nc1ccc(Cl)cc1)Nc1nnc(C23CC4CC(CC(C4)C2)C3)s1 | -16.8
O=C(c1cc2n(n1)C(C(F)(F)F)CC(c1cccs1)N2)N1CCN(C(c2ccccc2)c2ccccc2)CC1 (centres undefined) | 2.4
CC1(C)Cc2ccccc2-c2c[nH]c(=O)n21 | -3.5
Cc1ccc(NC(=O)C(=O)N/N=C/c2cccs2)cc1 | -27.8
C=CCOc1ccc(C=C2C(=O)NC(=S)NC2=O)cc1OC | -3.9
COc1ccc(C2=Nc3ccccc3NC(C)(c3ccc(OC)cc3OC)C2)c(OC)c1 (centres undefined) | 5.9
O=C1N=c2ccccc2=C1N=Nc1nc(O)c(-c2c(O)[nH]c3ccccc23)s1 | -2.9
O=C(Cc1ccccc1)Nc1ccc2nn(-c3ccc(Cl)cc3)nc2c1 | -14.9
Cc1ncsc1CCOC(=O)C12CC3CC(CC(C)(C3)C1)C2 | -18.4
O=C(c1ccc(S(=O)(=O)N2CCCC2)cc1)N1CCN(c2ccccc2)CC1 | 7.6

Only part of the results is shown; rates above refer to the full screens.
